Vif imaging: blocks HIV Vif function | 340,000 tested, 0.35% active | inhibition, % at 7.49 µM | HEK293T cells, Vif self-association by quenched fluorescence, imaging, 24 h; in the data active means inhibition above about 50%, passing the limit was not always enough; further: some results filed as inactive read as strong as hits
PDI inh: blocks human protein disulfide isomerase activity | PDI insulin aggregation turbidity, A650, 90 min | inhibition, % at 10 µM | 350,000 tested, 0.052% active;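 active means mean inhibition across replicates of 30% or more, whatever share of single replicates reach that level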;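 further: absorbance from insulin aggregation driven by PDI reduction with DTT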
Target sequence (P07237 whole entry, looked up): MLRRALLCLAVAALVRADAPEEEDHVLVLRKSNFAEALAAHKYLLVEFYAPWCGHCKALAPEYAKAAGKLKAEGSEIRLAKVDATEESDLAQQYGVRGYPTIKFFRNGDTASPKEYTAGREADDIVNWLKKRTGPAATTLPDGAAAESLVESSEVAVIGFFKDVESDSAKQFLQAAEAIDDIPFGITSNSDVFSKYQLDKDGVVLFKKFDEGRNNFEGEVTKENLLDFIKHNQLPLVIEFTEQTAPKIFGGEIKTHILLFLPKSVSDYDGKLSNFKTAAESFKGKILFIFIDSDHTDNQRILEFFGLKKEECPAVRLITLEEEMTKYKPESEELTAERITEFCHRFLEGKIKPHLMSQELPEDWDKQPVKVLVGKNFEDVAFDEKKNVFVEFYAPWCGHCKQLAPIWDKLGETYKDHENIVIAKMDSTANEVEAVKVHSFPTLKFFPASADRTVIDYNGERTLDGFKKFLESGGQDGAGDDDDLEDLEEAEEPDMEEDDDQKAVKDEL
Peg3 prom inh: inhibitors of Peg3 promoter | inhibition, % at 20 µM | AID 588405 | 360,000 tested, 1.7% active | HeLa PEG-Prom luciferase reporter, luminescence, overnight;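 active means inhibition of at least 50% at 20 µM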
hiPSC survival: enhancers of human iPSC single-cell survival; survival enhancement, % at 20 µM; AID 602274; hiPSC single-cell survival, ATPlite luminescence; 100% = ROCK inhibitor wells, 0% = DMSO; 360,000 tested, 0.044% active; in the data active means survival enhancement above about 18%;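 further: cells exposed to compounds for 16 hours before the ATP read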
NR2E3 ag-1: activates human photoreceptor nuclear receptor NR2E3; Q9Y5X4; GST-NR2E3/biotin-RetCOR TR-FRET, 1536-well; inhibition of corepressor binding, % at 4.78 µM; 320,000 tested, 0.12% active; AID 2300;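 active means percent inhibition above the cutoff of mean plus 3 SD of all tested compounds, set per screening campaign, cut at about 20% in these data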;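 further: 0% = DMSO wells and 100% = biotin wells as full block of FRET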
Target sequence (Q9Y5X4 whole entry, looked up): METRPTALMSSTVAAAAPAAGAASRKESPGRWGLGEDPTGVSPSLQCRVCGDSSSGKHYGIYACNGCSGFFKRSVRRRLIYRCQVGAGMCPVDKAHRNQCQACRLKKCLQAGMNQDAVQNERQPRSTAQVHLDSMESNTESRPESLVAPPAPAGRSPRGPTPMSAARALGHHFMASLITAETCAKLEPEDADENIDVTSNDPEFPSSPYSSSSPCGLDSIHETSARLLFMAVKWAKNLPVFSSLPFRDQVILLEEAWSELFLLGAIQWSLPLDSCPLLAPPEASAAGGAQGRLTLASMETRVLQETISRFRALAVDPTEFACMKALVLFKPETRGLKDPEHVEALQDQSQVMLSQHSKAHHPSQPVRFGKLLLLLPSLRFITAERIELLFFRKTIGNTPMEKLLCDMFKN
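Material: NR2E3–RetCOR corepressor complex | Quantity: 1.35 nM GST-tagged NR2E3 final | Schedule: 5 h at 4 °C | Replication: Singlicate compound wells | Reagent: RetCOR corepressor, biotinylated, 7 nM | Controls: Biotin wells as high control, 0.6% DMSO wells as low control | Signal: TR-FRET, Eu(K)-anti-GST donor, streptavidin-D2 acceptor, ex 340, em 617/671 nm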
NR2E3 ag-2: activates human NR2E3 receptor; Q9Y5X4; CHO-S Gal4-NCOR/VP16-NR2E3 two-hybrid, luciferase; inhibition of corepressor binding, % at 3.98 µM; 360,000 tested, 0.35% active; AID 602229;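 active means inhibition above the mean of all tested compounds plus 3 SD, cut at about 70% in these data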;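 further: 0% = DMSO with NR2E3 transfected cells and 100% = cells lacking NR2E3 construct; higher means lower luciferase signal from less NR2E3 corepressor binding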
aDG glyco act: increases alpha dystroglycan glycosylation; Pro5-aDG cells, alpha-DG glycosylation AlphaScreen (IIH6); 0% Pro5, 100% B10-LARGE cell signal; activation, % at 10 µM; 360,000 tested, 0.22% active; AID 624168;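 active means activation of at least 8% versus controls, or a plate z-score of at least 8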;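 further: Pro5 are CHO cells carrying HIG-tagged alpha-DG that lacks glycosylation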
CaV13 ICDI inh: Primary screen for inhibitors of IQ motif and Ca2+-dependent inactivation inhibitor domain binding in CACNA1D, Förster resonance energy transfer in living cells, … | HEK cells, CFP/YFP FRET ICDI-IQ, plate reader, 10 min; percent FRET-ratio fall versus neutral wells | inhibition, % at 12.3 µM | 340,000 tested, 0.098% active;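 active means mean replicate inhibition of at least 30% and at least 1% of replicates passing that level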;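 further: 0% = median of the neutral control wells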
Granule exo inh: blocks lytic granule exocytosis | TALL-104 LAMP-1 surface exposure, flow cytometry; cells stimulated with thapsigargin and PMA | inhibition, % at 10 µM | 360,000 tested, 0.66% active | AID 651702;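 active means inhibition above about 55%, limit read from the data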
MITF TRPM1 inh: inhibitors of MITF-driven TRPM1 promoter in melanoma cells. 330,000 tested, 0.83% active. SK-MEL-5 TRPM1 promoter luciferase, 24 h. inhibition, % at 12.5 µM;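 active means mean inhibition across replicates of 60% or more, whatever share of single replicates reaches that level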; further: values of inactives mirror those of a sister screen read the other way
HIF-2a block: HIF-2a inhibition. 786-0 RCC cells HIF-2a reporter, luciferase luminescence, overnight. inhibition, % at 18.8 µM. AID 624352. 360,000 tested, 0.72% active;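 active means inhibition of the luminescence signal of 40% or more relative to plate controls, in a single-dose primary screen at 18.75 µM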
Numbers without * were called inactive; . = no result given.

SMILES | Vif imaging | PDI inh | Peg3 prom inh | hiPSC survival | NR2E3 ag-1 | NR2E3 ag-2 | aDG glyco act | CaV13 ICDI inh | Granule exo inh | MITF TRPM1 inh | HIF-2a block
Nc1cccc(Nc2nc(OC(C(F)(F)F)C(F)(F)F)nc(OC(C(F)(F)F)C(F)(F)F)n2)c1 | -17 | 6 | 25 | -4.7 | -1 | -24 | 0.4 | -5 | -2 | 7 | 11
O=C(C1CCN(S(=O)(=O)N2CCC3(CC2)OCCO3)CC1)N1CCN(Cc2ccccc2)CC1 | 2 | 0 | 32 | -2.9 | -3 | -28 | 0.0 | . | -2 | 6 | 9
CCCCOC(=O)c1cc(C)nc2ccc(Br)cc12 | -3 | 8 | -23 | -0.7 | 5 | 6 | -0.1 | . | -4 | -3 | -14
Cc1cc(C)cc(NC(=O)OCCN2CCN(Cc3ccccc3)CCC2=O)c1 | -3 | 6 | 19 | -0.9 | 0 | 19 | 0.1 | -8 | -2 | . | -8
Cc1ccc(CSCC(=O)NCCc2ccccc2)cc1 | -1 | -4 | -52 | -0.3 | 2 | -1 | -0.2 | -6 | 0 | 0 | -74
COc1ccc(/C=C(\C#N)C(=O)OCC(=O)NCc2ccccc2OC)cc1 | 4 | 8 | 6 | -0.4 | -3 | -2 | -0.1 | -7 | 0 | -2 | 9
CC1=C(C(=O)N2CCCCC2)C(c2cccs2)C2=C(CCCC2=O)N1 (configuration not stated) | -6 | 1 | 6 | -3.2 | 1 | 1 | 0.0 | . | 7 | 14 | 8
Cc1ccsc1C(=O)OCc1cc(=O)n2ccsc2n1 | -6 | -2 | -190 | -0.3 | 5 | -78 | -0.6 | -3 | -2 | -80 | -249
COC(CNC(=O)c1ccc2c(c1)nc(C)n2-c1cc(C)cc(C)c1)OC | -16 | 10 | 15 | -0.2 | 0 | 12 | -0.1 | -4 | -12 | -2 | 14
O=C(Nc1ccccc1)c1cc(C2CCCCN2C(=O)CCCc2ccccc2)on1 (configuration not stated) | 3 | 17 | -1 | 0.5 | . | 10 | -0.2 | -6 | -4 | . | -6
CCc1ccc(-c2cn3c(n2)SCC3)cc1 | . | 1 | -287 | -2.0 | 2 | -102 | 0.7 | -4 | 0 | -67 | -230
Cc1cc2[nH]c(=O)c(=O)[nH]c2cc1S(=O)(=O)Nc1cccc(F)c1 | -6 | -7 | -9 | 0.6 | 0 | -31 | -0.3 | -3 | -2 | -10 | -1
CS(=O)(=O)Nc1nnc(CCc2ccccc2)s1 | -7 | -4 | -2 | -0.5 | -1 | -14 | 0.0 | -1 | -12 | 1 | 17
O=C(O)c1ccc(Sc2nnc(-c3cccc(Br)c3)o2)c([N+](=O)[O-])c1 | 2 | 16 | 19 | 3.4 | 1 | -26 | -0.1 | -6 | 3 | 6 | 8
Cc1ccccc1Nc1nc(N)nc(COC(=O)c2cccc(S(=O)(=O)N(C)C)c2)n1 | -6 | -3 | -1 | -1.2 | -2 | -20 | -0.4 | -2 | 1 | -6 | -1
OC[C@@H]1CN(CCN2CCOCC2)C[C@H](n2cnc3c(NC4CCCC4)ncnc32)O1 | -9 | 5 | 1 | -0.3 | . | 3 | -0.1 | -4 | 7 | . | 6
C=CCn1c(=S)[nH]c2sccc2c1=O | -3 | -1 | 12 | 0.4 | -3 | -19 | 0.5 | -4 | 2 | -5 | 13
COc1cc2c(cc1OC)C(=S)NC(C)(C)C2 | -11 | -5 | 10 | 1.9 | 2 | -7 | -0.3 | -8 | 9 | 2 | 10
CSc1nnc(-c2ccccc2)n1C | -6 | 20 | 10 | 2.7 | 9 | -9 | -0.4 | -5 | -4 | 8 | 12
O=C(CNCc1ccc(F)cc1)Nc1ccc(C(=O)N2CCCCC2)cc1 | 9 | -12 | 4 | 1.0 | 0 | -26 | 0.0 | -8 | 0 | 2 | 2
N#CCC(=O)N/N=C/c1cc(Br)ccc1OCc1cccc2ccccc12 | -10 | -18 | -3 | -0.2 | -1 | -23 | 0.7 | -5 | -13 | 4 | -11
O=C(Nc1cccnc1)c1ccco1 | -2 | 10 | -1 | 0.5 | 1 | 16 | 0.1 | -6 | 5 | 8 | -15
Cn1nc([N+](=O)[O-])nc1Sc1nnnn1-c1cccc(C(=O)O)c1 | 0 | 9 | -1 | -0.7 | 4 | -6 | 0.0 | -6 | 0 | -7 | 16
O=C(C[C@H]1C[C@@H]2c3cc(NC(=O)C4CCC4)ccc3O[C@@H]2[C@H](CO)O1)NC1CCCCC1 | 15 | 0 | 9 | -2.8 | . | -15 | -0.4 | -5 | 4 | . | 0
COc1ccc(OC)c2sc(NC(=O)c3ccc(Br)s3)nc12 | -9 | . | 27 | -1.2 | -2 | -6 | 0.2 | -3 | 0 | 5 | -42

Gathered by group, those above with a COOH group
SMILES | Vif imaging | PDI inh | Peg3 prom inh | hiPSC survival | NR2E3 ag-1 | NR2E3 ag-2 | aDG glyco act | CaV13 ICDI inh | Granule exo inh | MITF TRPM1 inh | HIF-2a block
O=C(O)c1ccc(Sc2nnc(-c3cccc(Br)c3)o2)c([N+](=O)[O-])c1 | 2 | 16 | 19 | 3.4 | 1 | -26 | -0.1 | -6 | 3 | 6 | 8
Cn1nc([N+](=O)[O-])nc1Sc1nnnn1-c1cccc(C(=O)O)c1 | 0 | 9 | -1 | -0.7 | 4 | -6 | 0.0 | -6 | 0 | -7 | 16

A few values from above.
O=C(O)c1ccc(Sc2nnc(-c3cccc(Br)c3)o2)c([N+](=O)[O-])c1 – HIF-2a block: 8
Cc1cc2[nH]c(=O)c(=O)[nH]c2cc1S(=O)(=O)Nc1cccc(F)c1 – MITF TRPM1 inh: -10
CC1=C(C(=O)N2CCCCC2)C(c2cccs2)C2=C(CCCC2=O)N1 (configuration not stated) – MITF TRPM1 inh: 14

Remaining list, next part:
SMILES | Vif imaging | PDI inh | Peg3 prom inh | hiPSC survival | NR2E3 ag-1 | NR2E3 ag-2 | aDG glyco act | CaV13 ICDI inh | Granule exo inh | MITF TRPM1 inh | HIF-2a block
CCCOc1ccc(-c2nc(OC)c3ccccc3n2)cc1 | 1 | 0 | -158 | -0.3 | 3 | -147 | 0.0 | -3 | -10 | -19 | -102
C=CCNc1sc(C(=O)c2ccc(C)cc2)c(N)c1C#N | -12 | 2 | -10 | 0.2 | 3 | -8 | -0.1 | -5 | 2 | 4 | -9
COc1ccc2cc(S(=O)(=O)NCc3cccnc3)ccc2c1 | -5 | -1 | -4 | 0.0 | 4 | 57 | 0.6 | -3 | 10 | 14 | -16
CCCN(CC1CC1)c1cc2c(c3c1ccn3C)C1CCC2O1 (configuration not stated) | . | . | 3 | -0.6 | . | -41 | -0.2 | . | 5 | . | 6
COc1ccccc1NC(=O)C1=C(C)Nc2nnnn2C1c1ccccn1 (configuration not stated) | 1 | -2 | 19 | 0.3 | 1 | 10 | -0.2 | -3 | -3 | 4 | 23
Cc1cc(C)n(CCNC(=O)CC2C(=O)NCCN2Cc2ccc(C)o2)n1 (configuration not stated) | 35 | -17 | 13 | 1.2 | 3 | 2 | -0.2 | -2 | -11 | -4 | 3
Cc1cccc(NC(=O)COC(=O)c2nn(-c3ccccc3C(F)(F)F)cc2O)c1C | 3 | 21 | 14 | -0.8 | . | -14 | 0.0 | -20 | 7 | . | 6
Cc1ccc(C(=O)N2CCN(Cc3ccc4c(c3)OCO4)CC2)cc1[N+](=O)[O-] | -9 | -8 | 12 | 1.4 | 1 | 18 | -0.1 | -2 | -1 | 8 | 12
O=S(=O)(O)c1cccc2c(N=Nc3ccc(O)c4ncccc34)cccc12 | -5 | 13 | 1 | -0.2 | 2 | 6 | -0.2 | . | 0 | 13 | 3
CCn1nc(C(=O)OCC(=O)c2cc(C)n(Cc3cccs3)c2C)c2ccccc2c1=O | 14 | -8 | -158 | -4.4 | -3 | -35 | 0.3 | -6 | -4 | -3 | -161
CC(C)Sc1nnc(SCC(=O)NCCCN2CCCC2=O)s1 | 5 | 8 | -1 | -1.8 | 2 | -17 | 0.0 | -5 | -4 | -2 | 5
COc1ccc2nc(C)cc(N3CC(C)OC(C)C3)c2c1 (configuration not stated) | 2 | -2 | 8 | -0.1 | -4 | -4 | 0.3 | -5 | -2 | 4 | 34
CC1CC(C)(C)CC2(C1)NC(=O)N(CC(=O)Nc1ccc3[nH]c(=O)[nH]c3c1)C2=O (configuration not stated) | -18 | 6 | 4 | -0.5 | 3 | -2 | 0.1 | -3 | 6 | -8 | 3
Cc1csc2nc(O)c(C(=O)NC3CCCCC3C)c(=O)n12 (configuration not stated) | -2 | 0 | 14 | 0.2 | -2 | 15 | 0.0 | -2 | 2 | 1 | 17
Cc1ccc(OCC(=O)N[C@@H](C)c2nnc3ccccn23)cc1C | -4 | 7 | -17 | -0.2 | 4 | -11 | -0.1 | -3 | -3 | 10 | -3
Cc1nc(CC(=O)N2CCN(c3cccc(C)c3C)CC2)cs1 | 14 | -8 | 8 | 1.8 | -4 | -22 | 0.1 | -5 | -4 | 2 | -11
COc1cccc(NC(=O)CSC2=C(C#N)C(c3ccco3)C3=C(CCCC3=O)N2)c1 (configuration not stated) | 20 | 5 | -12 | 2.3 | -1 | 6 | -0.2 | -5 | 0 | -6 | -84
N#Cc1cnn2c(-c3ccccc3)ccnc12 | 0 | -6 | -34 | 2.4 | 3 | 14 | 0.1 | -5 | -4 | -1 | -16
O=C(CSc1nnc(Cc2cccs2)n1C1CCCCC1)N1CCN(C(=O)c2ccco2)CC1 | 0 | 12 | -26 | -2.4 | -1 | -21 | 0.2 | -5 | 7 | 25 | -40
C=CCOC(=O)C1=C(C)NC(=O)NC1c1ccc(OC(=O)c2ccco2)c(OC)c1 (configuration not stated) | -7 | 1 | 3 | -2.2 | 0 | -2 | 0.7 | . | 6 | 1 | 14
CC12CCC(C(=O)N3CCCc4ccccc43)(OC1=O)C2(C)C (configuration not stated) | 14 | 0 | -5 | 4.0 | 0 | -4 | 0.0 | -3 | 2 | -10 | 23
c1ccc(OCc2nnc(-c3ccccc3)o2)cc1 | -1 | 3 | -233 | -0.2 | 1 | -84 | -0.1 | -7 | -1 | -52 | -296
COc1cc2c(cc1OC)C(c1cccc(OC)c1OC)CC(=O)N2 (configuration not stated) | 10 | 2 | 6 | 2.4 | -2 | 9 | 0.4 | -6 | 1 | 5 | -2
COc1ccccc1C(=O)NC(=O)COC(=O)c1ccc(Cl)nc1 | 0 | -4 | 1 | 0.3 | 0 | -9 | -0.4 | -4 | 11 | -1 | 2

From PubChem BioAssay

The order is random, and some 3.5% of all compounds hit somewhere here.
